From PubChem BioAssay
ERAP1 inh: inhibitors of human ERAP1 aminopeptidase. recombinant ERAP1, Leu-AMC fluorescence, 60 min. inhibition, % at 10.7 µM. actives 0.15% (n = 340,000);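 active means mean replicate inhibition of at least 30%, or all replicates individually reaching that 30% level; inactive means mean below 30% and not every replicate reaching it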;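 further: 0% = neutral control wells and 100% = L-leucinethiol positive control wells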
F508del corr: CFTR F508del correction in bronchial cells. activity (quench increase), % at 7.58 µM. AID 720511. actives 0.36% (n = 350,000). CFBE cells, YFP halide quenching; stimulated with forskolin plus potentiator P3; % fluorescence drop versus neutral controls;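 active means mean added fluorescence quench of at least 8% versus neutral control, with both replicates also reaching 8%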;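 further: cells transiently co-express mutant CFTR-F508del with the halide-sensitive YFP; corrector assay measuring rescue of mutant channel to the surface after 24 h compound exposure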
Xi reactivation: reactivates the inactive X chromosome in mouse fibroblasts; XiGFP mouse fibroblasts, % GFP-positive cells imaging, 3 d; cells co-treated with 5-aza-dC sensitizer; scaled so ellipticine positive control = 100%; activation, % at 7.58 µM; actives 0.055% (n = 360,000); AID 743238;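 active means mean normalized replicate activation at least 10% and every replicate at or above 10%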;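 further: 0% = median of on-plate neutral control wells and 100% = ellipticine 6 µM median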
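Assay system – SV40-immortalized XiGFP fibroblast cells, line 68-5-11 · Buffer or medium – DMEM supplemented with 5-aza-dC as sensitizing agent · Dosing – one concentration, pinned · Benchmarks – positive control ellipticine, 6 µM final · Times – 3 days compound exposure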
RAD54 inh: RAD54 (human) branch migration inhibition; RAD54 Holliday junction branch migration, FAM/BHQ fluorescence; inhibition, % at 10.4 µM; actives 0.14% (n = 360,000);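 active means mean normalized replicate activity at least 40 and at least half of replicates scoring 40 or more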;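 further: 0% = median of neutral control wells and 100% = median of positive control wells; inhibitors cause a drop in the FAM fluorescence signal; in these data hits start at about 50%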
Target sequence (Q92698 whole entry, looked up): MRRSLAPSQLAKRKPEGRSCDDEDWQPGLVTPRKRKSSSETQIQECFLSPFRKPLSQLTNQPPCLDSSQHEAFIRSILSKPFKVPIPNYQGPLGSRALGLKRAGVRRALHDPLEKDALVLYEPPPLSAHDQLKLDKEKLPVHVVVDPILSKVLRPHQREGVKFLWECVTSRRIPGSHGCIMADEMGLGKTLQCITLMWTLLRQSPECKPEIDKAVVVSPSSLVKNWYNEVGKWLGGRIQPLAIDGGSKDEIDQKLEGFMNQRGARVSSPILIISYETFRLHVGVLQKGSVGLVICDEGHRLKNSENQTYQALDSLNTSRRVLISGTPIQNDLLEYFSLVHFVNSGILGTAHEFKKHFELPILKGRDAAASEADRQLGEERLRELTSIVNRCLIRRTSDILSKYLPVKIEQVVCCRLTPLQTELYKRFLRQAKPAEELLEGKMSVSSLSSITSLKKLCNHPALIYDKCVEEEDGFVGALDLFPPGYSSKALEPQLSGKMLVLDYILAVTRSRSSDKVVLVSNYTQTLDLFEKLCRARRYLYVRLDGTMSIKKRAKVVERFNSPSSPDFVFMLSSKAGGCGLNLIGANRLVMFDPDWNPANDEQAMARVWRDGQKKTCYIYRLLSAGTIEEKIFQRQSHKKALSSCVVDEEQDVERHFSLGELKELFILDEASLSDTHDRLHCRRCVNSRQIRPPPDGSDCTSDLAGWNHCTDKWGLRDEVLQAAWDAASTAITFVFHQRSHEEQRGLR
RAD52 inh: RAD52 (human) annealing inhibition; P43351; recombinant RAD52 DNA annealing, FRET fluorescence; inhibition, % at 18.7 µM; actives 0.46% (n = 360,000); AID 651710;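 active means every replicate showing at least 50% inhibition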
ARNT-TACC3 inh: ARNT/TACC3 interaction disruption; Q9Y6A5; AlphaScreen His-ARNT PAS-B/GST-TACC3 binding, luminescence; TACC3 fragment carries E629A point mutation; inhibition, % at 9.99 µM; actives 0.66% (n = 390,000); AID 623870;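 active means mean inhibition of replicates at least 50% and at least half of replicates each reaching 50%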;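 further: 0% = complete ARNT plus TACC3 wells and 100% = ARNT alone without TACC3; many hits fall short of the cut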
INS-1E GSIS act: primary screen for activators of insulin secretion dependent on glucose, INS-1E cells, GLuc reporter luminescence; actives 0.61% (n = 370,000); INS-1E GLuc reporter insulin secretion, 2-3 h; AID 743287; activation, % at 16.6 µM;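 active means lowest replicate activation of at least 40%, so every replicate reaches that level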;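 further: 0% = median of neutral control wells and 100% = median of IBMX positive control wells; some compounds called inactive have numbers as strong as hits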
esBAF inh: blocks esBAF chromatin remodeling in mouse ES cells; Bmi1-luciferase knock-in reporter, 24 h; 100% = twice the neutral-well signal; reporter increase, % at 12.5 µM; actives 2% (n = 350,000); AID 602393; in the data active means activation above about 40%;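 further: 0% = median of the plate's neutral control wells and 100% = double that signal; a rise in the Bmi1 reporter signal indicates esBAF inhibition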
Numbers without * were called inactive; & = joins results of further samples. Not a hit list; 3.3% or so of the library scored in one or more.

Cc1c(NS(=O)(=O)c2cc(C(=O)NCC3CCCO3)cc(Cl)c2Cl)c(=O)n(-c2ccccc2)n1C (configuration not stated) was read as ERAP1 inh 2, F508del corr -1.8, Xi reactivation 0.0, RAD52 inh -3, ARNT-TACC3 inh -4, INS-1E GSIS act 48 and esBAF inh -2.
`C[C@H](O)C#Cc1ccc2c(c1)O[C@@H](CN(C)Cc1ccc(-c3ccccc3)cc1)[C@H](C)CN([C@@H](C)CO)S2(=O)=O` gave ERAP1 inh -1&0&0, F508del corr 0.7&-8.5&1.3, Xi reactivation 0.3&-1.1, RAD54 inh -1&-5&0, RAD52 inh -33&-25&-18, ARNT-TACC3 inh 5&-4, INS-1E GSIS act -17&-10 and esBAF inh 0&-10&-24.
Screening C[C@H](CO)N1C[C@H](C)[C@H](CN(C)S(=O)(=O)c2ccccc2)Oc2ncc(C#Cc3ccc(C(F)(F)F)cc3)cc2C1=O returned ERAP1 inh 1, F508del corr 2.9, Xi reactivation 0.5, RAD54 inh 6, RAD52 inh 0, ARNT-TACC3 inh -3, INS-1E GSIS act -3 and esBAF inh -13.
`OC[C@@H]1CN(Cc2ccccc2)C[C@H](n2cnc3c(N4CCOCC4)ncnc32)O1` gave ERAP1 inh -5, F508del corr 3.0, Xi reactivation 0.1, RAD54 inh 1, RAD52 inh -10, INS-1E GSIS act 48 and esBAF inh 7.
Cc1nn(C)c(C(=O)NNC(=S)Nc2ccc(Cl)cc2)c1[N+](=O)[O-] was read as RAD54 inh 7, ARNT-TACC3 inh 1, INS-1E GSIS act 4 and esBAF inh -3.
`COc1cccc2c1c(NC(=O)c1cc(C)on1)nn2C` gave ERAP1 inh 4, F508del corr 0.0, Xi reactivation -0.1, RAD54 inh 18, RAD52 inh -1, ARNT-TACC3 inh -3, INS-1E GSIS act 9 and esBAF inh -3.
Screening O=C(NCc1ccccc1F)C(=O)NCC1OCCCN1S(=O)(=O)c1cccs1 (configuration not stated) returned ERAP1 inh 2, F508del corr 0.8, Xi reactivation 0.1, RAD54 inh -5, RAD52 inh -12, ARNT-TACC3 inh -4, INS-1E GSIS act 11 and esBAF inh -11.
Screening COc1cccc(OC)c1C(=O)Nc1ccncc1 returned ERAP1 inh -2, F508del corr -0.5, Xi reactivation 0.4, RAD52 inh -11, ARNT-TACC3 inh -14 and INS-1E GSIS act 7.
Screening C/C(=N/NC(=O)CNc1ccc(C)cc1)c1ccc(Br)s1 returned ERAP1 inh 0, F508del corr -6.7, RAD54 inh 2, RAD52 inh -5, ARNT-TACC3 inh 8, INS-1E GSIS act 4 and esBAF inh 8.
CC1(c2nnc(-c3cccc(Cl)c3)o2)CC(c2ccc(Cl)cc2)=NO1 (configuration not stated) was read as ERAP1 inh 1, F508del corr 2.6, Xi reactivation -0.1, RAD54 inh -3, RAD52 inh -6, INS-1E GSIS act 0 and esBAF inh 2.
`CCN(c1ccccc1)S(=O)(=O)c1ccc2c(c1)CC(C)N2C(=O)C1CC1` (configuration not stated) gave ERAP1 inh 0, F508del corr 3.6, Xi reactivation 0.0, RAD54 inh -1, RAD52 inh -10, ARNT-TACC3 inh 0, INS-1E GSIS act -8 and esBAF inh -16.
COc1ccccc1N/N=C/c1ccc2c(c1)OCO2 was read as ERAP1 inh -3, F508del corr 1.9, Xi reactivation 0.0, RAD54 inh -1, RAD52 inh -20, INS-1E GSIS act 2 and esBAF inh -6.
Screening Cc1cc(C)c2c(=O)n3c(nc2c1)C(Cc1ccc(O)cc1)NC(=O)c1cc2ccccc2cc1-3 (configuration not stated) returned F508del corr -2.2, Xi reactivation -0.1, RAD54 inh -2, RAD52 inh -24, INS-1E GSIS act -19 and esBAF inh 13.
Screening O=C1CCCc2oc3c(cc(NS(=O)(=O)c4ccc5c6c(cccc46)C(=O)N5)c4ccccc43)c21 returned F508del corr 0.6, Xi reactivation -0.2, RAD52 inh 4, ARNT-TACC3 inh 8, INS-1E GSIS act 14 and esBAF inh 5.
`Cc1noc(C)c1NC(=O)N(C)C[C@@H]1OCCCC[C@@H](C)Oc2ccc(NS(=O)(=O)c3ccccc3)cc2C(=O)N([C@H](C)CO)C[C@@H]1C` gave ERAP1 inh -4, F508del corr 2.7, Xi reactivation 0.0, RAD54 inh 5, RAD52 inh 14, ARNT-TACC3 inh -4, INS-1E GSIS act 26 and esBAF inh 4.
`Cc1cc(C(C)(C)C)cc(S(=O)(=O)Nc2cccc(C(=O)O)c2)c1C` gave ERAP1 inh -26, F508del corr 1.3, RAD54 inh -21, RAD52 inh -8, ARNT-TACC3 inh -6, INS-1E GSIS act 10 and esBAF inh -9.
O=C(Cc1ccccc1)N1C[C@H]2[C@@H](c3ccccc31)[C@H](CO)N2C(=O)C1CCCCC1 was read as ERAP1 inh -1, F508del corr 1.8, Xi reactivation 0.1, RAD54 inh -8, RAD52 inh -10, ARNT-TACC3 inh 4, INS-1E GSIS act -1 and esBAF inh 0.
`COc1ccc(NC(=O)CNC(=O)Cc2cccc3ccccc23)cc1` gave ERAP1 inh 1, F508del corr -0.7, Xi reactivation 0.0, RAD54 inh -4, RAD52 inh -9, ARNT-TACC3 inh -3, INS-1E GSIS act 3 and esBAF inh -6.
Cc1ccc(C2=NN(C(=O)CN3C(=O)c4ccccc4S3(=O)=O)C(c3ccco3)C2)cc1 (configuration not stated) was read as ERAP1 inh -1, F508del corr 2.2, Xi reactivation 0.2, RAD52 inh -6, ARNT-TACC3 inh 6 and INS-1E GSIS act 2.
For CC(C)C[C@H]1CN(CCCC[C@H]2CNC(=O)C(=O)N2CC2CCCCC2)C(=O)C(=O)N1Cc1ccccc1 the results were ERAP1 inh -4, F508del corr 1.7, Xi reactivation 0.0, RAD52 inh -2 and INS-1E GSIS act -7.
O=C(c1cccc(S(=O)(=O)N2CCCC2)c1)N1CCN(S(=O)(=O)c2cccc(Cl)c2)CC1 was read as ERAP1 inh -5, F508del corr -1.0, Xi reactivation 0.1, RAD54 inh 8, RAD52 inh -20, ARNT-TACC3 inh -1, INS-1E GSIS act -17 and esBAF inh -19.
CCOC(=O)C1(CCOC)CCN(C/C=C/c2ccccc2OC)CC1 was read as ERAP1 inh 0, F508del corr -1.5, Xi reactivation 0.1, RAD54 inh -1, RAD52 inh 5, ARNT-TACC3 inh 4, INS-1E GSIS act -24 and esBAF inh 11.
Screening O=C(C[C@@H]1CC[C@@H]2[C@H](COC[C@H](O)CN2Cc2ccccc2F)O1)NCc1ccccc1F returned ERAP1 inh 0, F508del corr 2.1, Xi reactivation 0.2, RAD54 inh -1, RAD52 inh -4, ARNT-TACC3 inh 3, INS-1E GSIS act -5 and esBAF inh 27.
For N#Cc1ccccc1S(=O)(=O)N1CCC(C(=O)Nc2cccc(C(=O)NC3CC3)c2)CC1 the results were ERAP1 inh -2, F508del corr -1.1, Xi reactivation 0.1, RAD54 inh -2, RAD52 inh -5, ARNT-TACC3 inh -4, INS-1E GSIS act 6 and esBAF inh 6.
For C/C=C/c1cnc2c(c1)C(=O)N([C@H](C)CO)C[C@@H](C)[C@@H](CN(C)C(=O)C1CC1)O2 the results were F508del corr -3.9, Xi reactivation -0.8, INS-1E GSIS act 11 and esBAF inh -4.
O=C(Nc1cccc(F)c1)N1CC(=O)N2[C@@H](CO)[C@H](c3ccc(-c4ccc(F)cc4)cc3)[C@@H]2C1 was read as ERAP1 inh 1, F508del corr -1.7, Xi reactivation 0.0, RAD52 inh -7 and INS-1E GSIS act -14.
For Cc1ccccc1C(=O)Nn1cnnc1 the results were ERAP1 inh -1, F508del corr 0.3, Xi reactivation 0.1, RAD54 inh -3, RAD52 inh -1, ARNT-TACC3 inh 1, INS-1E GSIS act 8 and esBAF inh 3.
Screening O=C(Cc1ccncc1)NCC[C@H]1CC[C@H](NC(=O)Nc2cccc(F)c2)[C@@H](CO)O1 returned ERAP1 inh -2, F508del corr -2.2, Xi reactivation 0.1, RAD54 inh -2, RAD52 inh -55, ARNT-TACC3 inh -5, INS-1E GSIS act 13 and esBAF inh 13.
For O=C(Nc1cccc(F)c1)N1CC(=O)N2[C@H](C1)[C@@H](c1ccc(C#CCC3CCCC3)cc1)[C@@H]2CO the results were ERAP1 inh 2, F508del corr -2.7, Xi reactivation -0.1, RAD52 inh -9 and INS-1E GSIS act -2.
COc1ccc(S(=O)(=O)N(C)C[C@@H]2OCCCC[C@@H](C)Oc3ccc(NC(=O)CCC(F)(F)F)cc3C(=O)N([C@@H](C)CO)C[C@@H]2C)cc1 was read as ERAP1 inh 0, F508del corr -0.6, Xi reactivation 0.0, RAD54 inh 2, RAD52 inh -32, ARNT-TACC3 inh 5, INS-1E GSIS act 1 and esBAF inh 5.
Cc1ccc(N2C(=N)SCC2=O)cc1Cl was read as Xi reactivation -0.1, RAD54 inh 1, INS-1E GSIS act -2 and esBAF inh 9.
Screening COc1ccc(/C=N/NC(=O)c2ccc(Br)cc2)cc1CN1CCOCC1 returned F508del corr -1.6, Xi reactivation 0.1, RAD54 inh 2, RAD52 inh -9, ARNT-TACC3 inh -1 and INS-1E GSIS act 1.
O=C(c1cc(-c2ccc(Cl)cc2)on1)N1CCN(c2ccc(F)cc2)CC1 was read as ERAP1 inh 0, F508del corr 0.8, Xi reactivation 0.3, RAD54 inh 3, RAD52 inh -15, ARNT-TACC3 inh 1, INS-1E GSIS act 4 and esBAF inh 1.
COc1ccc(CN(C)C[C@@H]2OCCCC[C@@H](C)Oc3ccc(NS(=O)(=O)c4ccc(Cl)cc4)cc3C(=O)N([C@H](C)CO)C[C@@H]2C)cc1 was read as ERAP1 inh -2, F508del corr 2.8, Xi reactivation 0.0, RAD54 inh -9, RAD52 inh 27, ARNT-TACC3 inh 2, INS-1E GSIS act -16 and esBAF inh 1.
C=C1[C@@H](O)[C@H](Cc2ccccc2)N(Cc2ccccc2Br)S1(=O)=O was read as ERAP1 inh -3, F508del corr 3.1, Xi reactivation 0.0, RAD54 inh 0, RAD52 inh -30, ARNT-TACC3 inh -3, INS-1E GSIS act 14 and esBAF inh 5.
Screening CCc1cc(CNC(=O)c2cccc(OC3CCN(S(C)(=O)=O)CC3)c2)on1 returned ERAP1 inh 0, F508del corr -4.6, Xi reactivation 0.1, RAD54 inh 0, RAD52 inh -4, ARNT-TACC3 inh 3, INS-1E GSIS act -4 and esBAF inh 11.
Screening COC(=O)c1ccc2nc(NC(=O)CCS(=O)(=O)c3ccccc3)sc2c1 returned ERAP1 inh -3, F508del corr -3.3, Xi reactivation 0.0, RAD54 inh 12, RAD52 inh -24, INS-1E GSIS act 5 and esBAF inh 4.
Screening COc1ccccc1-n1c(SCC(N)=O)nnc1-c1ccccc1 returned RAD54 inh -6, ARNT-TACC3 inh -7, INS-1E GSIS act -16 and esBAF inh 0.
Screening COc1ccc(NC(=O)CSc2nnc(CNC(=O)c3ccco3)o2)cc1 returned ERAP1 inh -4, F508del corr 3.1, Xi reactivation 0.0, RAD54 inh 0, RAD52 inh -11, INS-1E GSIS act 4 and esBAF inh 1.

Two successive entries from above:
Cc1c(NS(=O)(=O)c2cc(C(=O)NCC3CCCO3)cc(Cl)c2Cl)c(=O)n(-c2ccccc2)n1C (configuration not stated) was read as ERAP1 inh 2, F508del corr -1.8, Xi reactivation 0.0, RAD52 inh -3, ARNT-TACC3 inh -4, INS-1E GSIS act 48 and esBAF inh -2.
`C[C@H](O)C#Cc1ccc2c(c1)O[C@@H](CN(C)Cc1ccc(-c3ccccc3)cc1)[C@H](C)CN([C@@H](C)CO)S2(=O)=O` gave ERAP1 inh -1&0&0, F508del corr 0.7&-8.5&1.3, Xi reactivation 0.3&-1.1, RAD54 inh -1&-5&0, RAD52 inh -33&-25&-18, ARNT-TACC3 inh 5&-4, INS-1E GSIS act -17&-10 and esBAF inh 0&-10&-24.
